Bioassay records deposited in PubChem BioAssay by Southern Research Specialized Biocontainment Screening Center.
M. tuberculosis HTS = M. tuberculosis growth inhibition, HTS (AID 449762); M. tuberculosis H37Rv growth inhibition, 7H9 media; higher % means a stronger effect; one-dose inhibition, % at 25 µM; IC50 in µM for titrated hits; actives 0.59% (n = 330,000); in the data active = a potency from the dose series; inconclusive = inhibition above about 70% without an active follow-up result;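 note: bacterial growth assessed after seven days of incubation; strong numbers were not always called active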
inhibitors of VEEV = inhibitors of VEEV TC-83 cytopathic effect, confirmation, Vero cells (AID 588727); Vero cells, VEEV TC-83 cytopathic effect inhibition; higher % means a stronger effect; one-dose inhibition, % at 20 µM; IC50 in µM for titrated hits; actives 0.13% (n = 350,000); in the data active = a potency from the dose series; inconclusive = inhibition mostly from about 14% at the one dose, without a potency; inactive = the rest, 99 in 100 with inhibition below about 12%; note: strong numbers were not always called active
Salmonella PhoP GFP = PhoP regulon inhibitors, Salmonella typhi PhoP promoter GFP reporter, confirmatory (AID 1850); Salmonella Typhi PhoP-promoter GFP reporter, fluorescence, 4 h; higher % means a stronger effect; inhibition, % at 50 µM; hits with a dose series show IC50 in µM; actives 0.33% (n = 310,000); in the data active = a potency from the dose series; inconclusive = inhibition mostly from about 25% at the one dose, without a potency; inactive = the rest, 99 in 100 with inhibition below about 19%;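 note: 0% = induced wells with vehicle and 100% = uninduced wells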
tuberculosis growth = growth inhibition of non-replicating M. tuberculosis (AID 488890); actives 0.39% (n = 320,000); Mycobacterium tuberculosis non-replicating, growth inhibition; higher % means a stronger effect; one-dose inhibition, % at 25 µM; IC50 in µM for titrated hits; in the data active = a potency from the dose series; inconclusive = inhibition mostly from about 82% at the one dose, without a potency; inactive = the rest, 99 in 100 with inhibition below about 76%;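 note: plate controls were DMSO cells for no effect and high antibiotic wells for full effect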
influenza NS1A = H1N1 influenza NS1A inhibitors, functional cell based assay (AID 504329). NS1A functional cell-based assay, percent inhibition; higher % means a stronger effect. inhibition, % at 12.5 µM; hits with a dose series show IC50 in µM. actives 0.3% (n = 340,000); in the data active = a potency from the dose series; inconclusive = inhibition above about 27% without an active follow-up result; note: strong numbers were not always called active
inhibitors of VEEV 10K pilot screen = recorded beside inhibitors of VEEV, whose call it bears; inhibition, %; measured here: 10K pilot screen inhibition
Active calls of the source: *. Rows are unselected, and some 1.4% of all compounds hit somewhere here.

What do the screens show for `Cc1nc(C)c(CCNC(=O)c2ccc(C(F)(F)F)cc2)s1`?
M. tuberculosis HTS: -16%; inhibitors of VEEV: 0.7%; Salmonella PhoP GFP: -3%; tuberculosis growth: 55%; influenza NS1A: 1%; inhibitors of VEEV 10K pilot screen: 1.4

Results for Cc1cnc(NC(=O)c2cc(S(=O)(=O)N(C)C)ccc2N2CCCC2)s1 ?
M. tuberculosis HTS: -10%; tuberculosis growth: 54%

Results for Cn1c(=O)c2c(nc(NCc3cccnc3)n2Cc2cccc(C(F)(F)F)c2)n(C)c1=O ?
M. tuberculosis HTS: -4%; inhibitors of VEEV: 5.4%; Salmonella PhoP GFP: -1%; tuberculosis growth: 21%; influenza NS1A: 11%

Results for O=[N+]([O-])c1cccc2c(Cl)ccnc12 ?
M. tuberculosis HTS: 6%; inhibitors of VEEV: 0.2%; Salmonella PhoP GFP: 5%; tuberculosis growth: 19%; influenza NS1A: 7%

What do the screens show for `CN1CCC(N(C)c2nc(-c3ccccc3)nc3ccccc23)CC1`?
M. tuberculosis HTS: -3%; inhibitors of VEEV: inactive; Salmonella PhoP GFP: 3%; tuberculosis growth: 39%; influenza NS1A: -8%

How did COc1ccccc1NS(=O)(=O)c1ccc(Cl)c(NC(=S)NC(=O)C2CCCC2)c1 do in these assays?
M. tuberculosis HTS: 0%; inhibitors of VEEV: 7.3%; Salmonella PhoP GFP: -9%; tuberculosis growth: 46%; influenza NS1A: -6%

How did O=S(=O)(NCCc1ccccc1)c1ccccc1 do in these assays?
M. tuberculosis HTS: 17%; inhibitors of VEEV: 0.1%; Salmonella PhoP GFP: 15%; tuberculosis growth: 15%; influenza NS1A: 14%

How did O=C(Nc1c(F)cc(F)cc1Br)C1CCCO1 (configuration not stated) do in these assays?
M. tuberculosis HTS: 2%; inhibitors of VEEV: 0.3%; Salmonella PhoP GFP: 1%; tuberculosis growth: -5%; influenza NS1A: 6%

How did O=C(CN(c1cccc([N+](=O)[O-])c1)S(=O)(=O)c1ccccc1)N1CCCCC1 do in these assays?
M. tuberculosis HTS: 3%; inhibitors of VEEV: inactive; Salmonella PhoP GFP: -2%; tuberculosis growth: 1%; influenza NS1A: -11%

How did C/C(=N/NC(=O)CNC(=O)C1COc2ccccc2O1)c1cccc(O)c1 (configuration not stated) do in these assays?
M. tuberculosis HTS: -4%; inhibitors of VEEV: 2.1%; Salmonella PhoP GFP: -3%; tuberculosis growth: 15%; influenza NS1A: 4%

Results for COC(=O)Nc1sc2nc(C)cc(C)c2c1-n1cccc1 ?
M. tuberculosis HTS: 1%; inhibitors of VEEV: 2.4%; Salmonella PhoP GFP: 9%; tuberculosis growth: 0%; influenza NS1A: -9%

What do the screens show for `COc1cc2sc(C)nc2c2ccccc12`?
M. tuberculosis HTS: 13%; inhibitors of VEEV: 0.8%; Salmonella PhoP GFP: 16%; tuberculosis growth: -1%; influenza NS1A: -27%

What do the screens show for `Cc1ccc(CN2CCN(/N=C/c3ccco3)CC2)c(C)c1`?
M. tuberculosis HTS: 3%; inhibitors of VEEV: 0.8%; Salmonella PhoP GFP: -2%; tuberculosis growth: 22%; influenza NS1A: 3%; inhibitors of VEEV 10K pilot screen: 1.9

What do the screens show for `CCCCCCCCn1c(=O)c(C(=O)OC)c(N)c2ccccc21`?
M. tuberculosis HTS: -2%; inhibitors of VEEV: inactive; Salmonella PhoP GFP: -4%; tuberculosis growth: 39%

Results for O=C(c1cc2ncc(Br)cn2n1)N1CCN(C(=O)c2ccco2)CC1 ?
M. tuberculosis HTS: 5%; inhibitors of VEEV: 0.1%; Salmonella PhoP GFP: -3%; tuberculosis growth: -6%; influenza NS1A: -7%

How did O=C(NNC(=S)NC(=O)c1ccccc1[N+](=O)[O-])c1ccccc1O do in these assays?
M. tuberculosis HTS: 32%; inhibitors of VEEV: 1.8%; Salmonella PhoP GFP: 4%; tuberculosis growth: 6%

What do the screens show for `Cn1nc(-c2ccccc2)cc1NC(=O)C1CCCCC1`?
M. tuberculosis HTS: 14%; inhibitors of VEEV: 1.4%; Salmonella PhoP GFP: -2%; tuberculosis growth: 3%; influenza NS1A: -1%

How did Nc1ccc(O)c(C(=O)O)c1 do in these assays?
M. tuberculosis HTS: 0%; Salmonella PhoP GFP: -11%; tuberculosis growth: -12%

Results for CN(CCC1CCOCC1)C(=O)CC1C(=O)NCCN1CC1CCCCC1 (configuration not stated) ?
M. tuberculosis HTS: 1%; inhibitors of VEEV: 1.1%; Salmonella PhoP GFP: -7%; tuberculosis growth: -1%; influenza NS1A: -2%

Results for CCOP(=O)(OCC)C(Nc1ccc(C)cc1)c1ccco1 (configuration not stated) ?
M. tuberculosis HTS: 2%; inhibitors of VEEV: 0.6%; Salmonella PhoP GFP: -14%; tuberculosis growth: 2%; influenza NS1A: -6%

Results for CCN(c1ccccc1)S(=O)(=O)c1ccc(OCC(F)(F)F)c(NC(=O)c2ccc(=O)[nH]c2)c1 ?
inhibitors of VEEV: 3.1%; influenza NS1A: 2%

How did O=C(c1ccco1)N1CCN(C(=O)c2cc(=O)[nH]c3ccccc23)CC1 do in these assays?
M. tuberculosis HTS: -3%; inhibitors of VEEV: inactive; tuberculosis growth: -5%; influenza NS1A: -6%

What do the screens show for `COc1ccc(C2Nc3ccccc3C(=O)N2C2CCCCC2)cc1` (configuration not stated)?
M. tuberculosis HTS: 2%; inhibitors of VEEV: 2.0%; Salmonella PhoP GFP: 7%; tuberculosis growth: 25%; influenza NS1A: 1%

Results for CC(=O)Nc1ccc(NC(=O)C(C)OC(=O)CSc2ccc(Br)cc2C)cc1 (configuration not stated) ?
M. tuberculosis HTS: -9%; inhibitors of VEEV: 0.5%; Salmonella PhoP GFP: -9%; tuberculosis growth: -13%; influenza NS1A: -4%

Random excerpt: 3 compounds from above
Results for COC(=O)Nc1sc2nc(C)cc(C)c2c1-n1cccc1 ?
M. tuberculosis HTS: 1%; inhibitors of VEEV: 2.4%; Salmonella PhoP GFP: 9%; tuberculosis growth: 0%; influenza NS1A: -9%

Results for Cn1c(=O)c2c(nc(NCc3cccnc3)n2Cc2cccc(C(F)(F)F)c2)n(C)c1=O ?
M. tuberculosis HTS: -4%; inhibitors of VEEV: 5.4%; Salmonella PhoP GFP: -1%; tuberculosis growth: 21%; influenza NS1A: 11%

Results for CCN(c1ccccc1)S(=O)(=O)c1ccc(OCC(F)(F)F)c(NC(=O)c2ccc(=O)[nH]c2)c1 ?
inhibitors of VEEV: 3.1%; influenza NS1A: 2%

Next section
How did Cc1ccccc1N1C(=O)c2cc(S(N)(=O)=O)c(Cl)cc2NC1C (configuration not stated) do in these assays?
M. tuberculosis HTS: -1%; inhibitors of VEEV: 0.1%; Salmonella PhoP GFP: 17%; tuberculosis growth: -1%; influenza NS1A: 2%

How did CCOC(=O)c1c(C)c(/C=N/Nc2ccccc2)n(C)c1C do in these assays?
inhibitors of VEEV: 3.2%; influenza NS1A: 0%

What do the screens show for `COc1ccc(-c2[nH]nc3c2C(c2ccncc2)C(C#N)=C(N)O3)cc1` (configuration not stated)?
M. tuberculosis HTS: 1%; inhibitors of VEEV: 5.3%; Salmonella PhoP GFP: 0%; tuberculosis growth: 2%; influenza NS1A: -4%

Results for Oc1ccc2ccccc2c1C1Nc2cccc3cccc(c23)N1 ?
M. tuberculosis HTS: 75µM*; inhibitors of VEEV: 6.1%; Salmonella PhoP GFP: -13%; tuberculosis growth: 55%; influenza NS1A: 8%

How did CC1=C(C(=O)OCC2CCCO2)C(c2ccc(C)o2)C2=C(CC(c3ccc(F)cc3)CC2=O)N1 (configuration not stated) do in these assays?
M. tuberculosis HTS: inconclusive; inhibitors of VEEV: 8.6%; Salmonella PhoP GFP: 2%; tuberculosis growth: inconclusive; influenza NS1A: 10%

How did Cc1nccn1S(=O)(=O)c1ccc(Br)cc1Br do in these assays?
M. tuberculosis HTS: 3%; inhibitors of VEEV: 5.2%; Salmonella PhoP GFP: -5%; tuberculosis growth: 6%; influenza NS1A: 8%

How did CC(=O)c1cccc(NC(=O)COC(=O)COc2ccccc2C)c1 do in these assays?
M. tuberculosis HTS: -13%; inhibitors of VEEV: 0.1%; Salmonella PhoP GFP: -10%; tuberculosis growth: 12%; influenza NS1A: 3%

Results for CC(C)(Cc1ccc(O)cc1)NC(=O)CC(=O)N/N=C/c1ccc(Cl)cc1 ?
M. tuberculosis HTS: 10%; inhibitors of VEEV: 0.1%; Salmonella PhoP GFP: -3%; tuberculosis growth: -11%; influenza NS1A: -8%

What do the screens show for `CSc1nc(NC(C)(C)C)nc(N2CCOCC2)n1`?
M. tuberculosis HTS: 5%; inhibitors of VEEV: 3.7%; Salmonella PhoP GFP: 5%; tuberculosis growth: 0%; influenza NS1A: 2%

Results for Nc1nnc(-c2cn(-c3ccccc3)nc2-c2ccccc2)o1 ?
M. tuberculosis HTS: 11%; inhibitors of VEEV: inactive; Salmonella PhoP GFP: 0%; tuberculosis growth: 9%; influenza NS1A: 3%

What do the screens show for `Cn1c(N2CCCCC2)cc(=O)n(C)c1=O`?
M. tuberculosis HTS: -3%; inhibitors of VEEV: 0.7%; Salmonella PhoP GFP: 4%; tuberculosis growth: -10%; influenza NS1A: 24%

Results for O=S(=O)(Cc1cc(Cl)nc(-c2cccnc2)n1)c1ccccc1 ?
M. tuberculosis HTS: 6%; inhibitors of VEEV: 1.2%; Salmonella PhoP GFP: 3%; tuberculosis growth: 15%; influenza NS1A: 29%

How did O=C(COC(=O)CCNS(=O)(=O)c1ccc2c(c1)OCCO2)NC1CCCc2ccccc21 (configuration not stated) do in these assays?
M. tuberculosis HTS: -4%; inhibitors of VEEV: 1.7%; Salmonella PhoP GFP: -7%; tuberculosis growth: -4%; influenza NS1A: -10%

Results for COc1ccc(/C=N/Nc2nc(C)cc(-c3ccccc3)n2)cc1OC ?
M. tuberculosis HTS: 66%; inhibitors of VEEV: 8.7%; Salmonella PhoP GFP: -1%; tuberculosis growth: 48%; influenza NS1A: 1%

What do the screens show for `CC(=O)N1CCSc2ccc(S(=O)(=O)NCCc3cccc(C)c3)cc21`?
M. tuberculosis HTS: 2%; inhibitors of VEEV: inactive; Salmonella PhoP GFP: -6%; tuberculosis growth: 2%; influenza NS1A: 8%

Results for CCCCC(=O)NC(=S)NNS(=O)(=O)c1ccccc1 ?
M. tuberculosis HTS: 5%; inhibitors of VEEV: 3.8%; Salmonella PhoP GFP: -3%; tuberculosis growth: 17%; influenza NS1A: 3%

How did CC(C)CN(CCOc1cccc(N2C(=O)C3=C(CCCC3)C2=O)c1)CC(C)C do in these assays?
M. tuberculosis HTS: -8%; inhibitors of VEEV: 0.5%; Salmonella PhoP GFP: -5%; tuberculosis growth: 6%; influenza NS1A: 3%

What do the screens show for `Cc1ccc(S(=O)(=O)N2CCN(CC(=O)N/N=C\c3ccc(O)c(O)c3)CC2)cc1`?
M. tuberculosis HTS: -3%; inhibitors of VEEV: inactive; Salmonella PhoP GFP: -1%; tuberculosis growth: -6%; influenza NS1A: -25%

What do the screens show for `O=[N+]([O-])c1cccc(-c2ccc(/C=N/NC(=S)Nc3ccccc3)o2)c1`?
M. tuberculosis HTS: inconclusive; inhibitors of VEEV: 1.7%; Salmonella PhoP GFP: -11%; tuberculosis growth: 4%; influenza NS1A: 4%; inhibitors of VEEV 10K pilot screen: 0.3

What do the screens show for `CC(C)c1cc(C(=O)N/N=C/c2ccoc2)cs1`?
M. tuberculosis HTS: -3%; inhibitors of VEEV: 3.0%; Salmonella PhoP GFP: 1%; tuberculosis growth: 65%; influenza NS1A: -14%

How did O=[N+]([O-])c1cccc(-c2nnc(-c3ccccc3F)o2)c1 do in these assays?
M. tuberculosis HTS: 4%; inhibitors of VEEV: 0.9%; Salmonella PhoP GFP: 2%; influenza NS1A: -21%

Results for COc1cccc(OC(C)c2ccnc3nc(/N=C/N(C)C)nn23)c1 (configuration not stated) ?
M. tuberculosis HTS: 4%; inhibitors of VEEV: 2.4%; Salmonella PhoP GFP: 10%; tuberculosis growth: 10%; influenza NS1A: -7%

Results for Cc1ccc2c(c1)N(CC(=O)N1CCN(c3ccccc3)CC1)C(=O)C(C)O2 (configuration not stated) ?
M. tuberculosis HTS: 0%; inhibitors of VEEV: 0.3%; Salmonella PhoP GFP: -4%; tuberculosis growth: -6%; influenza NS1A: 0%
